# KKLEB cytotox – cytotoxicity in KKLEB CF airway cells, primary screen, cytotoxicity control for CF NF-kB inhibitor project, cell-based, uHTS, fluorescence assay plates | KKLEB CF airway cells viability, ATPlite luminescence, overnight; active compounds read low; cells stimulated with P. aeruginosa culture filtrate | activity change (cytotoxicity), % at 5 µM | 360,000 compounds, 0.36% hits | AID 602141, 2011;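 active = corrected activity change at or below -50% at 5 µM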
# Peg3 prom inh – Peg3 promoter-driven luciferase inhibitors, primary screen, cell-based, HeLa, luciferase luminescence; HeLa PEG-Prom luciferase reporter, overnight; inhibition, % at 20 µM; 360,000 compounds, 1.7% hits; AID 588405, 2011;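 active = inhibition of at least 50% at 20 µM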
# NR2E3 ag-1 – inhibitors of NR2E3-RetCOR corepressor binding, primary screen, NR2E3 agonist project, biochemical, TR-FRET, GST-NR2E3, biotin-RetCOR; inhibition of corepressor binding, % at 4.78 µM; Photoreceptor-specific nuclear receptor (Homo sapiens), Q9Y5X4; 1536-well; AID 2300, 2010; 320,000 compounds, 0.12% hits;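 active = percent inhibition above the cutoff of mean plus 3 SD of all tested compounds, set per screening campaign, cut at about 20% in these data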;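 note: 0% = DMSO wells and 100% = biotin wells as full block of FRET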
# Target sequence (Q9Y5X4 whole entry, looked up): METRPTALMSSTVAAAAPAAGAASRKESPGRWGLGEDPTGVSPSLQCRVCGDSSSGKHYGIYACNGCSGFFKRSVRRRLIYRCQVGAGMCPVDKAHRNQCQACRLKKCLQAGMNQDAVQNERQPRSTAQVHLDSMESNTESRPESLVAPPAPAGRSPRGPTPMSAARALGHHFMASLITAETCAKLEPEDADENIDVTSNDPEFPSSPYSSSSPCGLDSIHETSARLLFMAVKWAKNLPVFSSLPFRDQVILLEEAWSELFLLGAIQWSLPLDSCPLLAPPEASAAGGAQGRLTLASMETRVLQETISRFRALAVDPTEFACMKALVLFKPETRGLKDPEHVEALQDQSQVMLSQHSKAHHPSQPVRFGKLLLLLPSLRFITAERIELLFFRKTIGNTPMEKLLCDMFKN
#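 Format: 1536-well format; test system: GST-NR2E3 and biotin-RetCOR proteins; read-out basis: percent inhibition of TR-FRET ratio; timing: 5 h incubation at 4 °C; detection: time-resolved FRET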
# HIF-2a inh – HIF-2a reporter inhibitors, primary screen, luminescence, 786-0 RCC cells | inhibition, % at 18.8 µM | 360,000 compounds, 0.72% hits | 786-0 RCC cells HIF-2a reporter, luciferase luminescence, overnight | AID 624352, 2012;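 active = inhibition of the luminescence signal of 40% or more relative to plate controls, in a single-dose primary screen at 18.75 µM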
# NR2E3 ag-2 – NR2E3 agonists in two-hybrid cells, primary screen, cell-based, luminescence, CHO-S, Gal4-NCOR/VP16-NR2E3 | Photoreceptor-specific nuclear receptor (Homo sapiens), Q9Y5X4 | luciferase | inhibition of corepressor binding, % at 3.98 µM | 360,000 compounds, 0.35% hits | AID 602229, 2012;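 active = inhibition above the mean of all tested compounds plus 3 SD, cut at about 70% in these data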;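 note: 0% = DMSO with NR2E3 transfected cells and 100% = cells lacking NR2E3 construct; higher means lower luciferase signal from less NR2E3 corepressor binding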
# EBV LMP1 NFkB – EBV LMP1-driven NF-kappaB luciferase reporter inhibitors, primary screen, cell-based, luminescence, single point | LMP1-induced NF-kappaB luciferase reporter cells | AID 504558, 2011 | 350,000 compounds, 0.69% hits | inhibition, % at 12.5 µM; in the data active = inhibition above about 41%;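 note: 0% = neutral control wells and 100% = reference inhibitor control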
# CF NFkB inh – inhibitors of PAF-induced NF-kB signaling, primary screen, cell-based, GFP fluorescence, uHTS; KKLEB NF-kB-GFP reporter, GFP fluorescence overnight; inhibition, % at 5 µM; 360,000 compounds, 0.86% hits;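 active = at least 50% inhibition at 5 µM, scaled per plate between neutral and stimulator controls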;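 note: PAF is a Pseudomonas aeruginosa culture filtrate used as stimulus; plate controls were PAF-stimulated DMSO wells for no effect and unstimulated DMSO wells for full effect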
# Shn3 3UTR inh – reduction of Shn3 3'UTR firefly luciferase signal, primary screen, Schnurri-3 inhibitor project, cell-based, Clone20 osteoblasts, set 2. Clone20 osteoblast Shn3 3'UTR firefly luciferase, 24 h. inhibition, % at 12.5 µM. 360,000 compounds, 0.52% hits. AID 588674, 2011;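 active = mean inhibition of at least 75% with every replicate also reaching 75%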;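 note: 0% = median of neutral control wells and 100% = pilot-screen positive control compound; some compounds past the cut are filed as inactive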
# MITF TRPM1 inh – inhibitors of MITF-dependent TRPM1 promoter reporter, primary screen, cell-based, SK-MEL-5, single point, luciferase | inhibition, % at 12.5 µM | AID 488899, 2010 | SK-MEL-5 TRPM1 promoter luciferase, 24 h | 330,000 compounds, 0.83% hits;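 active = mean inhibition across replicates of 60% or more, whatever share of single replicates reaches that level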; note: values of inactives mirror those of a sister screen read the other way
# hiPSC survival – enhancers of single-cell hiPSC survival, primary screen, ATPlite luminescence; 360,000 compounds, 0.044% hits; AID 602274, 2012; 100% = ROCK inhibitor wells, 0% = DMSO; survival enhancement, % at 20 µM; in the data active = survival enhancement above about 18%;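 note: cells exposed to compounds for 16 hours before the ATP read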
# TRAIL sens C8 – viability loss with TRAIL in NB7+C8 cells, primary screen, TRAIL sensitizer project, cell-based, ATPlite luminescence; inhibition (viability loss, TRAIL sensitization), % at 10 µM; 360,000 compounds, 1% hits;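 active = compounds causing at least 50% loss of cell viability in the single-dose screen, relative to plate controls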
# The depositor's hits bear a star; / = not tested or not shown. A portion of the library; rates above refer to the full screens.
[1] NNS(=O)(=O)c1ccc(Sc2ccccn2)c([N+](=O)[O-])c1
[2] CN(C)CCCNc1nc2cc(-c3ccc(C(=O)N4CCN(C)CC4)cc3)sc2c(=O)n1C
[3] CCC(CC)c1nnc(NC(=O)[C@@H](NC(=O)c2cccc(C)c2)C(C)C)s1
[4] Cc1cc(C)c(C(=O)c2ccc(C(=O)N3CCCCC3)cc2)c(C)c1
[5] COc1cccc2cc(-c3cn4ccc(C)cc4n3)c(=O)oc12

Compound	1	2	3	4	5
KKLEB cytotox	3	6	17	18	8
Peg3 prom inh	20	11	1	14	-278
NR2E3 ag-1	-1	/	0	-1	4
HIF-2a inh	12	-13	20	14	-258
NR2E3 ag-2	-42	5	-24	-18	-112
EBV LMP1 NFkB	5	/	-3	-1	-34
CF NFkB inh	0	-47	-6	-2	-14
Shn3 3UTR inh	17	-1	4	3	-103
MITF TRPM1 inh	2	/	5	7	-73
hiPSC survival	-0.5	0.6	-0.1	-0.5	-3.3
TRAIL sens C8	9	0	-3	9	-2

[6] O=C(CNC(=O)c1cccs1)c1ccc([N+](=O)[O-])cc1
[7] COc1ccc(-c2ccc(=O)n(CC(=O)Nc3ccc(C(=O)NC4CC4)cc3)n2)cc1OC
[8] O=C(c1ccccc1)N1CCN(c2ccccc2F)CC1
[9] O=C(Cc1ccc(S(=O)(=O)N2CCOCC2)s1)Nc1ccc(S(=O)(=O)N2CCCCC2)cc1
[10] C/C(CC(=O)Nc1ccc(N(C)C)cc1)=N\NC(=O)c1ccccc1F

Compound	6	7	8	9	10
KKLEB cytotox	4	-15	0	15	5
Peg3 prom inh	-145	6	1	29	7
NR2E3 ag-1	-3	0	0	1	/
HIF-2a inh	-139	19	-2	0	-43
NR2E3 ag-2	-60	1	-1	37	-101
EBV LMP1 NFkB	-7	0	0	-5	-12
CF NFkB inh	-1	19	5	-15	-6
Shn3 3UTR inh	-17	-15	58	3	-18
MITF TRPM1 inh	-53	-3	2	17	0
hiPSC survival	-1.1	-2.5	2.3	0.2	0.6
TRAIL sens C8	-3	-6	-13	-5	5

[11] O=S(=O)(Cc1cc(Cl)nc(-c2ccncc2)n1)c1ccccc1
[12] CCOC(=O)C1(CCOC)CCN(C(=O)c2ccccc2-c2cccc(C)c2)CC1
[13] O=C(COc1ccccc1)NCc1ccc(-n2cccc2)cc1
[14] Cc1cc(Br)ccc1NS(=O)(=O)c1c(C)[nH]c(=O)[nH]c1=O
[15] Cn1c(Cn2cnc3ccccc32)nnc1SCC(=O)CC(=O)Nc1ccccc1

Compound	11	12	13	14	15
KKLEB cytotox	-5	-13	-18	-2	2
Peg3 prom inh	10	5	25	4	2
NR2E3 ag-1	-3	4	0	3	1
HIF-2a inh	17	-13	6	5	-18
NR2E3 ag-2	-3	-34	-13	-4	-28
EBV LMP1 NFkB	5	-7	8	-1	-1
CF NFkB inh	26	12	11	3	-4
Shn3 3UTR inh	15	21	1	-9	17
MITF TRPM1 inh	16	2	10	-5	3
hiPSC survival	-3.0	-1.5	7.0	1.4	0.6
TRAIL sens C8	1	-2	-6	-20	-13

# Some of these compounds in order of their number in Shn3 3UTR inh, largest number first:
entry | Molecule | Peg3 prom inh | NR2E3 ag-1 | HIF-2a inh | NR2E3 ag-2 | EBV LMP1 NFkB | CF NFkB inh | Shn3 3UTR inh | MITF TRPM1 inh
12 | CCOC(=O)C1(CCOC)CCN(C(=O)c2ccccc2-c2cccc(C)c2)CC1 | 5 | 4 | -13 | -34 | -7 | 12 | 21 | 2
11 | O=S(=O)(Cc1cc(Cl)nc(-c2ccncc2)n1)c1ccccc1 | 10 | -3 | 17 | -3 | 5 | 26 | 15 | 16
13 | O=C(COc1ccccc1)NCc1ccc(-n2cccc2)cc1 | 25 | 0 | 6 | -13 | 8 | 11 | 1 | 10

# Some of these compounds in order of length of the SMILES, low to high.
[8] O=C(c1ccccc1)N1CCN(c2ccccc2F)CC1
[11] O=S(=O)(Cc1cc(Cl)nc(-c2ccncc2)n1)c1ccccc1
[10] C/C(CC(=O)Nc1ccc(N(C)C)cc1)=N\NC(=O)c1ccccc1F
[14] Cc1cc(Br)ccc1NS(=O)(=O)c1c(C)[nH]c(=O)[nH]c1=O
[12] CCOC(=O)C1(CCOC)CCN(C(=O)c2ccccc2-c2cccc(C)c2)CC1
[9] O=C(Cc1ccc(S(=O)(=O)N2CCOCC2)s1)Nc1ccc(S(=O)(=O)N2CCCCC2)cc1

Compound	8	11	10	14	12	9
KKLEB cytotox	0	-5	5	-2	-13	15
Peg3 prom inh	1	10	7	4	5	29
NR2E3 ag-1	0	-3	/	3	4	1
HIF-2a inh	-2	17	-43	5	-13	0
NR2E3 ag-2	-1	-3	-101	-4	-34	37
EBV LMP1 NFkB	0	5	-12	-1	-7	-5
CF NFkB inh	5	26	-6	3	12	-15
Shn3 3UTR inh	58	15	-18	-9	21	3
MITF TRPM1 inh	2	16	0	-5	2	17
hiPSC survival	2.3	-3.0	0.6	1.4	-1.5	0.2
TRAIL sens C8	-13	1	5	-20	-2	-5

# Additional records follow:
[16] COc1ccc(NC(C)=O)cc1NC(=O)CSc1nc2ncccc2[nH]1
[17] Nc1c(C(=O)Nc2ccccc2)sc2nc3c(c(-c4ccco4)c12)CCC3
[18] Cc1cccc(N2CCN(C(=O)C3CCN(S(=O)(=O)c4cccnc4)CC3)CC2)c1C
[19] Cc1csc(NC(=O)C2CCCN2C(=O)OCC(C)C)n1 (stereo not given)
[20] Cc1ccc(NC(=O)OC(C)N2CCCCC2)cc1NC(=O)OC(C)N1CCCCC1 (stereo not given)

Compound	16	17	18	19	20
KKLEB cytotox	3	-6	17	7	-2
Peg3 prom inh	0	-105	13	4	-14
NR2E3 ag-1	1	8	2	1	/
HIF-2a inh	13	-226	5	7	1
NR2E3 ag-2	-4	-129	14	-9	2
EBV LMP1 NFkB	-7	-2	4	2	3
CF NFkB inh	-20	12	-21	-6	9
Shn3 3UTR inh	10	-19	17	2	17
MITF TRPM1 inh	9	-22	2	4	2
hiPSC survival	-3.1	1.3	0.0	4.6	-2.3
TRAIL sens C8	-8	5	1	-12	5

[21] CN1C(=O)C(C)(C)c2cc(S(=O)(=O)NCc3ccc(Cl)cc3)ccc21
[22] CCO[C@@H]1OC(C(=O)NC2CC2)=C[C@H](C)[C@H]1CCCO
[23] Cc1cc(C)nc(-n2ncc3c2CC(C)CC3=O)n1 (stereo not given)
[24] NC(=O)C1CCN(CC(=O)Nc2cc(Cl)ccc2Oc2ccccc2)CC1
[25] Cc1cc2c(cc1S(=O)(=O)Nc1cccc(C)c1C)n(C)c(=O)c(=O)n2C

Compound	21	22	23	24	25
KKLEB cytotox	1	-24	-2	-12	-9
Peg3 prom inh	8	5	13	13	9
NR2E3 ag-1	2	2	-3	-1	3
HIF-2a inh	-26	-10	25	11	21
NR2E3 ag-2	-55	8	-11	-23	-7
EBV LMP1 NFkB	-4	-3	/	-25	10
CF NFkB inh	0	14	12	8	16
Shn3 3UTR inh	10	6	2	3	28
MITF TRPM1 inh	10	-12	/	-1	9
hiPSC survival	-2.2	1.4	-0.1	1.7	-1.1
TRAIL sens C8	-12	-6	1	4	-2

[26] CC(C)C(NC(=O)c1ccc(Br)cc1)C(=O)NC1=NCCS1 (stereo not given)
[27] CC1CCN(c2nc3c(c(=O)[nH]c(=O)n3C)n2Cc2ccccc2Cl)CC1
[28] COc1cccc(OCc2nn[nH]n2)c1
[29] Cc1ccc(S(=O)(=O)NCC(=O)OCc2csc(-c3ccccc3)n2)cc1
[30] COc1cc(CN2C[C@@H](CO)O[C@@H](n3cnc4c(N5CCN(c6ccccc6)CC5)ncnc43)C2)cc(OC)c1OC

Compound	26	27	28	29	30
KKLEB cytotox	7	-5	-6	-2	10
Peg3 prom inh	16	26	14	-40	11
NR2E3 ag-1	1	-1	1	-2	/
HIF-2a inh	12	18	19	-52	3
NR2E3 ag-2	10	-6	13	-20	-21
EBV LMP1 NFkB	-3	6	4	-7	/
CF NFkB inh	6	12	8	6	-25
Shn3 3UTR inh	4	1	-13	-11	9
MITF TRPM1 inh	-2	/	-9	-13	/
hiPSC survival	-0.4	2.9	0.0	1.6	2.6
TRAIL sens C8	1	-3	18	-4	9

[31] Cc1cn([C@H]2C[C@H](O)[C@@H](CNC(=O)[C@H](N)Cc3cn(COCc4ccccc4)cn3)O2)c(=O)[nH]c1=O
[32] CCCS(=O)(=O)NC(=O)C1(C)CCCN(C(=O)c2ccccc2Br)C1 (stereo not given)
[33] Clc1ccc(Nc2nc(NCCN3CCOCC3)nc(N3CCOCC3)n2)cc1
[34] Cc1ccsc1C(C(=O)NCc1ccccc1)N(C(=O)c1csnn1)c1ccccc1 (stereo not given)
[35] CCOc1cc(N2CCOCC2)c(OCC)cc1NC(=O)CN1CCN(Cc2ccc3c(c2)OCO3)CC1
[36] CN1CCN(NC(=O)/C=C/c2cccc([N+](=O)[O-])c2)CC1
[37] CCOC(=O)c1cnc2oc3ccccc3n2c1=O
[38] CC(=O)c1ccc(C(=O)N2CCCC(Nc3ccccc3)C2)s1 (stereo not given)

Compound	31	32	33	34	35	36	37	38
KKLEB cytotox	7	-10	2	0	6	1	9	-17
Peg3 prom inh	14	6	8	9	19	-10	6	4
NR2E3 ag-1	/	/	4	-1	-4	2	6	0
HIF-2a inh	-1	10	3	12	17	5	-10	-2
NR2E3 ag-2	-12	-7	38	-35	11	8	-45	-14
EBV LMP1 NFkB	7	/	-19	3	-6	-7	3	-5
CF NFkB inh	-14	17	4	-2	-3	-26	1	35
Shn3 3UTR inh	-10	-3	15	-15	13	-3	-18	-2
MITF TRPM1 inh	/	/	-13	-1	3	-2	-5	6
hiPSC survival	0.3	2.8	-2.5	0.0	0.0	-0.8	0.1	-0.5
TRAIL sens C8	7	12	3	-5	1	3	-9	10

# Screening results deposited in PubChem by several laboratories.
